CD40 NFkB inh: inhibitors of CD40-induced NF-kB signaling, primary screen, BL2 cells, luciferase reporter, single point; CD40L-induced, 4 h; inhibition, % at 10 µM; 83,000 compounds, 0.94% hits;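 active = mean inhibition of at least 50% with a set share of replicates also reaching that level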;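 also: 0% = neutral control wells and 100% = IKK inhibitor VII at 50 µM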
An asterisk follows results filed as active; & = joins results of further samples; [ ] = dose if it differs, or a comment.

c1ccc(-c2noc(-c3ccc4ccccc4c3)n2)nc1 was read as CD40 NFkB inh 105.0*.
`COc1ccccc1NC(=O)N1[C@H](CO)[C@H](c2ccccc2)[C@@H]1C#N` gave CD40 NFkB inh 3.8[25 µM].
For CC1CC(NC(=O)N(C)C)N(C)C(=O)N1 (stereo not given) the results were CD40 NFkB inh 7.5.
For Cc1cc(C(=O)Nc2ccc(Cl)c(S(=O)(=O)N3CCOCC3)c2)c2ccccc2n1 the results were CD40 NFkB inh 10.8.
Screening COC(=O)C[C@@H]1CC[C@H]2[C@H](COc3ccc(NC(=O)c4ccc(C(F)(F)F)cc4)cc3C(=O)N2C)O1 returned CD40 NFkB inh -12.2[25 µM].
`C[C@@H]1CN([C@@H](C)CO)S(=O)(=O)c2ccc(-c3ccccc3)cc2O[C@@H]1CN(C)Cc1cncnc1` gave CD40 NFkB inh -2.4[25 µM].
For CCCCN(C(=O)Cc1coc2cc(C)c(C)cc12)c1c(N)n(Cc2ccccc2)c(=O)[nH]c1=O the results were CD40 NFkB inh 9.0.
CC1CCN(C(=O)COC(=O)CCC(=O)c2ccc(F)cc2)CC1 was read as CD40 NFkB inh 11.8.
COC(=O)C1(C(=O)OC)C2C(=O)C3C(C21)C3(C(=O)OC(C)(C)C)C(=O)OC(C)(C)C (stereo not given) was read as CD40 NFkB inh -1.0.
`CCC(C)(C)n1nnnc1C(c1ccccc1OC)N1CCSCC1` (stereo not given) gave CD40 NFkB inh -1.1.
For O=c1[nH]c(N2CCN(c3ccccc3)CC2)nc2c1CCC2 the results were CD40 NFkB inh 5.3.
`COc1ccc2cc(C(=O)N3CCN(Cc4ccc5c(c4)OCO5)CC3)[nH]c2c1` gave CD40 NFkB inh -4.4.
`COc1ccc(OC)c(S(=O)(=O)Nc2cnc3ccccc3c2)c1` gave CD40 NFkB inh 14.7.
Screening CCn1cc(C(=O)NCCCN2CCN(C)CC2)c(=O)c2cc(S(=O)(=O)N3CCc4ccccc4C3)ccc21 returned CD40 NFkB inh 5.1.
Screening COCCNC(=S)N/N=C(\C)CCc1ccc2c(c1)OCO2 returned CD40 NFkB inh -1.6.

Random excerpt: 2 compounds from above
`CCC(C)(C)n1nnnc1C(c1ccccc1OC)N1CCSCC1` (stereo not given) gave CD40 NFkB inh -1.1.
c1ccc(-c2noc(-c3ccc4ccccc4c3)n2)nc1 was read as CD40 NFkB inh 105.0*.

New compounds follow
Screening Cc1noc(C)c1COC(=O)COc1ccc(-c2ccccc2)cc1 returned CD40 NFkB inh 2.8.
N/C(=N/S(=O)(=O)c1ccccc1)c1cccc([N+](=O)[O-])c1 was read as CD40 NFkB inh 15.2.
Screening CSc1nnc(Cn2c(=O)sc3ccccc32)n1C returned CD40 NFkB inh -0.5.
`CC(NC(=O)NCc1cccnc1)(C(F)(F)F)C(F)(F)F` gave CD40 NFkB inh 5.0.
Screening CC(=O)NC12CC3CC(C1)CC(C(=O)N1CCN(S(=O)(=O)c4cccc(C(F)(F)F)c4)CC1)(C3)C2 returned CD40 NFkB inh 6.7.
Screening O=C(NC1CCCCC1)N1CC2(C1)[C@@H](c1ccccc1)[C@@H](CO)N2S(=O)(=O)Cc1ccccc1 returned CD40 NFkB inh -13.8[25 µM].
`CCNC(=O)C1(C)CCN(C(=O)c2cc(F)cc(F)c2)C1` (stereo not given) gave CD40 NFkB inh 1.1.
Screening CCOC(=O)Cc1csc(NS(=O)(=O)c2ccc3ccccc3c2)n1 returned CD40 NFkB inh 0.4.
For COc1ccccc1S(=O)(=O)N[C@H]1CC[C@@H](CCNC(=O)C2CCCC2)O[C@@H]1CO the results were CD40 NFkB inh -6.9.
For S=C(NCC1CCCO1)NC1CCCCC1 (stereo not given) the results were CD40 NFkB inh 1.4.
Cc1onc(-c2ccccc2Cl)c1-c1nc(-c2ccccn2)no1 was read as CD40 NFkB inh 5.6.
O=C(COc1ccccc1)N=C1SC2CS(=O)(=O)CC2N1Cc1ccccc1 (stereo not given) was read as CD40 NFkB inh 5.9.
Screening CCC(CC)C(=O)NCCc1ccc(OC)c(OC)c1 returned CD40 NFkB inh -1.8.
CC(=O)c1c(C)[nH]c(C(=O)OCC(=O)Nc2nnc(-c3ccccc3)o2)c1C was read as CD40 NFkB inh 2.7.
COc1ccccc1S(=O)(=O)N1C[C@@H]2N[C@H](C1)C2c1ccc(-c2ccc(F)cc2)cc1 (stereo not given in full) was read as CD40 NFkB inh -1.8&-0.6.

As a short view, 2 of the compounds above.
CC(=O)c1c(C)[nH]c(C(=O)OCC(=O)Nc2nnc(-c3ccccc3)o2)c1C was read as CD40 NFkB inh 2.7.
COc1ccccc1S(=O)(=O)N1C[C@@H]2N[C@H](C1)C2c1ccc(-c2ccc(F)cc2)cc1 (stereo not given in full) was read as CD40 NFkB inh -1.8&-0.6.

The listing continues:
Screening COc1ccc2c3c(n(C)c2c1)[C@H](CO)N(Cc1ccccc1)CC31CN(S(=O)(=O)c2ccc(C)cc2)C1 returned CD40 NFkB inh 47.2[25 µM].
`COCCn1c(C(C)C)nc2ccccc21` gave CD40 NFkB inh 5.3.
Screening Cc1nc2ccccc2c2c1C(=O)N(c1ccc(C(=O)O)cc1)C2=O returned CD40 NFkB inh 0.4.
For CC(=O)c1c(C)[nH]c(C(=O)OCC(=O)Nc2sc3c(c2C#N)CCCC3)c1C the results were CD40 NFkB inh 21.8.
Screening Cc1ccccc1-c1nc(S(=O)(=O)c2ccccc2)c(NCCCN2CCOCC2)o1 returned CD40 NFkB inh 1.0.
`Nc1nc(SCc2ccccc2)c2[nH]cnc2n1` gave CD40 NFkB inh 0.5.
Screening O=C(c1ccccn1)N1CC[C@@H]2[C@H](CO)Nc3ccc(-c4ccc(F)cc4)cc3[C@@H]21 returned CD40 NFkB inh -48.8[25 µM].
`CC(C)NC(=O)N1CC[C@@H]2[C@@H](CO)N(C)c3ccc(-c4ccc(F)cc4)cc3[C@@H]21` gave CD40 NFkB inh 0.0[25 µM].
For CCOC(=O)N1CCC(NC(=O)c2ccc(CS(=O)c3cccc(C)c3)o2)CC1 (stereo not given) the results were CD40 NFkB inh 22.5.
For Cc1noc(C)c1C(=O)N(C)C[C@H]1OCc2ccccc2-c2ccccc2C(=O)N([C@H](C)CO)C[C@H]1C the results were CD40 NFkB inh -9.3[25 µM].
C[C@H](CO)N1C[C@H](C)[C@@H](CN(C)Cc2cccc(C(=O)Nc3ccccc3N)c2)OCc2ccccc2-c2c(n(C)c3ccccc23)C1=O was read as CD40 NFkB inh 41.0[25 µM].
`COc1ccccc1CNC(=O)C[C@H]1C=C[C@H](NC(=O)CC2CC2)[C@@H](CO)O1` gave CD40 NFkB inh 2.9[25 µM].
O=C(Cc1cccc2ccccc12)Nc1nc2ccccc2[nH]1 was read as CD40 NFkB inh 11.5.
`O=S(=O)(Nc1cccc2c1ccc1cccn12)c1cccs1` gave CD40 NFkB inh -10.0.
`CSCC(=O)Nc1nc(-c2ccc3c(c2)OCCO3)cs1` gave CD40 NFkB inh -62.7.

Next section (4 carried over from the part before).
`COc1ccccc1CNC(=O)C[C@H]1C=C[C@H](NC(=O)CC2CC2)[C@@H](CO)O1` gave CD40 NFkB inh 2.9[25 µM].
O=C(Cc1cccc2ccccc12)Nc1nc2ccccc2[nH]1 was read as CD40 NFkB inh 11.5.
`O=S(=O)(Nc1cccc2c1ccc1cccn12)c1cccs1` gave CD40 NFkB inh -10.0.
`CSCC(=O)Nc1nc(-c2ccc3c(c2)OCCO3)cs1` gave CD40 NFkB inh -62.7.
Cc1nc(CC(=O)N2CCN(S(=O)(=O)c3ccccc3C#N)CC2)cs1 was read as CD40 NFkB inh 9.3.
`CCN1C(=O)C(=O)N(CC(=O)Nc2cccc(C(F)(F)F)c2)C1=O` gave CD40 NFkB inh 3.3.
`CN(Cc1ccccc1)c1nc(CN2CCOCC2)nc2scc(-c3ccccc3)c12` gave CD40 NFkB inh 6.0.
For CC(=O)Nc1ccc(-c2ccnc3c2CC(C(=O)Nc2cccc(OC(F)(F)F)c2)O3)cc1 (stereo not given) the results were CD40 NFkB inh 0.8.
`N#C[C@H]1N[C@@H](CO)[C@H]1c1ccc(C#CC2CCCC2)cc1` gave CD40 NFkB inh -13.9.
CN(CCC1CCOCC1)C(=O)C1CCC(=O)N(CCc2ccccc2)C1 (stereo not given) was read as CD40 NFkB inh -3.3.
For Cc1ccc(S(=O)(=O)Nc2ccc3c(c2)C(=O)c2ccccc2-3)cc1 the results were CD40 NFkB inh 6.2.
Screening CN(Cc1ccco1)C(=O)CN1C(=O)NC(c2ccccc2)(c2ccccc2)C1=O returned CD40 NFkB inh 7.5.
For COc1cccc(C#Cc2ccc([C@@H]3[C@H](C#N)N(C(=O)C4CC4)[C@H]3CO)cc2)c1 the results were CD40 NFkB inh -18.1.
CCC(CC)C(=O)Nc1cc([N+](=O)[O-])ccc1F was read as CD40 NFkB inh 17.9.
For Cn1cnc2nc3n(c2c1=O)CCC3 the results were CD40 NFkB inh 24.4.
For Oc1ccc(NC(=S)Nc2ccc(O)cc2)cc1 the results were CD40 NFkB inh 8.3.
`O=C(COc1ccccc1Cl)NCCCNC(=O)c1cnccn1` gave CD40 NFkB inh 14.5.
For N#Cc1cccc(-c2ccc3c(c2)[C@H]2[C@H](CCN2Cc2ccc4c(c2)OCO4)[C@@H](CO)N3)c1 the results were CD40 NFkB inh -3.8[25 µM].
`Cc1ccc(C)c(C(=O)COC(=O)c2cc(S(=O)(=O)N3CCOCC3)ccc2F)c1` gave CD40 NFkB inh 3.9.
For Cc1cnc(C(=O)OCC(=O)Nc2cc(-c3cc(C)c(C)cc3C)nn2-c2ccccc2)cn1 the results were CD40 NFkB inh 4.4.
CCc1cnc(N2[C@@H](C#N)[C@@H](c3ccc(-c4cccc(F)c4)cc3)[C@@H]2CO)s1 was read as CD40 NFkB inh 28.4[25 µM].
COc1ccc(OC)c(NC(=O)CN(Cc2ccc(F)cc2)C2CCCCC2)c1 was read as CD40 NFkB inh 19.9.
`COc1ccc(CN2[C@H](CO)[C@H]3c4ccccc4NC[C@H]32)cc1` gave CD40 NFkB inh 11.3[25 µM].
`COc1ccc(NC(=O)N(C)C[C@@H]2OCCCC[C@@H](C)Oc3ccc(NC(=O)Nc4ccccc4)cc3C(=O)N([C@H](C)CO)C[C@@H]2C)cc1` gave CD40 NFkB inh -6.3.
COc1ccccc1NC(=O)N1CCn2c(nc3ccccc32)C1 was read as CD40 NFkB inh -29.7.
`COCC(=O)Nc1ccc2c(c1)OC[C@@H](C)N(C(=O)CN1CCOCC1)C[C@@H](C)[C@H](OC)CN(C)C2=O` gave CD40 NFkB inh -0.3[25 µM].
CN(C)CC(=O)N[C@H]1CC[C@@H](CCNC(=O)C2CCC2)O[C@@H]1CO was read as CD40 NFkB inh -2.5[25 µM].
CCCN1[C@@H]2c3ccc(-c4ccc(OC)cc4)c(=O)n3C[C@@H]2[C@@H](CO)[C@@H]1C(=O)OC was read as CD40 NFkB inh 2.1[25 µM].
For CCc1cnc(N2[C@@H](C#N)[C@H](c3ccc(C#CC(C)C)cc3)[C@@H]2CO)s1 the results were CD40 NFkB inh 46.6[25 µM].
CN1c2ccc(C3=CCCCC3)cc2[C@@H]2[C@@H](CCN2C(=O)Cc2ccccn2)[C@H]1CO was read as CD40 NFkB inh -2.6[25 µM].
For COc1ccccc1S(=O)(=O)N[C@@H]1CC[C@@H](CCNC(=O)C2CCCC2)O[C@@H]1CO the results were CD40 NFkB inh -10.1.
Screening CCCC(=O)NCCc1nc2cc([N+](=O)[O-])ccc2n1C returned CD40 NFkB inh -12.1.
For C[C@H](CO)N1C[C@H](C)[C@@H](CN(C)C(=O)C2CCOCC2)Oc2ncc(C#CCc3ccccc3)cc2C1=O the results were CD40 NFkB inh 41.0[25 µM].
For CC1CCN(C(=O)COC(=O)c2cc3ccccc3oc2=O)CC1 the results were CD40 NFkB inh -2.9.
For CC(=O)NCCC(=O)N1CCCC(CNC(=O)c2ccc(-c3ccccc3)cc2)C1 (stereo not given) the results were CD40 NFkB inh -7.5.
COc1cccc(NC(=S)Nc2cc(C(=O)O)ccc2N2CC3CC(C2)c2cccc(=O)n2C3)c1 (stereo not given) was read as CD40 NFkB inh -33.2.
NC(=O)NC(=O)C(OC(=O)CCNS(=O)(=O)c1ccccc1)c1ccccc1 (stereo not given) was read as CD40 NFkB inh 14.3.
`O=C(N/N=C/c1ccco1)C(O)c1ccccc1` (stereo not given) gave CD40 NFkB inh 8.8.
Screening Cc1ccc(C(=O)Oc2ccc(-c3nccc(-c4ccccn4)n3)cc2)cc1 returned CD40 NFkB inh -21.5.
O=C(NCc1ccco1)c1noc2c1CCCC2 was read as CD40 NFkB inh 0.3.
Screening CC(C)[C@H](NC(=O)C1CCN(S(=O)(=O)c2ccc(F)cc2)CC1)C(=O)N1CCCC1 returned CD40 NFkB inh 20.9.
Screening COc1cc(C(=O)Oc2ccccc2)ccc1OCc1c(C)noc1C returned CD40 NFkB inh -8.1.
Screening CCc1ccc(N2C(=O)C(Cl)=C(Nc3ccc(C(=O)N4CCCC4)cc3)C2=O)cc1 returned CD40 NFkB inh 42.9.
`CN(C)C(=O)c1ccc(-c2ccc3c(c2)[C@@H]2[C@@H](CCN2C(=O)c2ccccn2)[C@@H](CO)N3C)cc1` gave CD40 NFkB inh 11.6[25 µM].
COCCn1c(N)c(C(=O)OCc2ccccc2)c2nc3ccccc3nc21 was read as CD40 NFkB inh 13.8.
Screening Cc1nc(COC(=O)c2ccc(CO)cc2)cs1 returned CD40 NFkB inh -18.2.
CCCC(=O)N1CCCC1(C)C(=O)Nc1ccc(C)c(C)c1 (stereo not given) was read as CD40 NFkB inh 3.0.
CC(C)(C)S(=O)N1Cc2cc(C(=O)NCc3ccc(Oc4ccccc4)cc3)nc(-c3cccc(-c4cccc(F)c4)c3)c2[C@@H]1CCO (stereo not given in full) was read as CD40 NFkB inh 2.4[25 µM].
Cn1c(NCC2CCCCC2)nc2cc(-c3ccsc3)sc2c1=O was read as CD40 NFkB inh 7.5.
Screening CC(=O)NC[C@@H]1[C@@H](c2ccccc2)[C@@H](CO)N1C(=O)Cc1cccnc1 returned CD40 NFkB inh -3.8[25 µM].
For CN1C(=O)c2cc(NC(=O)c3cccc(Cl)c3)ccc2OC[C@@H]2O[C@H](CC(=O)NC3CCCCC3)CC[C@H]21 the results were CD40 NFkB inh 44.5[25 µM].
Cc1c2c(nc3nc4ccccc4n13)CCCC2=O was read as CD40 NFkB inh 4.3.

Screening data: PubChem, Broad Institute

A portion of the library, so the mix of outcomes need not match the whole.
